# Screening results deposited in PubChem BioAssay by several laboratories.
# KLF5 inhibitor: suppresses KLF5 promoter-driven expression; DLD-1 KLF5 promoter-luciferase reporter, luminescence; inhibition, % at 5 µM; 290,000 compounds, 0.23% hits; AID 1700;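 active means inhibition above a per-plate limit of that plate's mean compound inhibition plus 3 SD, cut at about 60% in these data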;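 further: 0% = DMSO wells and 100% = LY294002 at 200 µM; higher means less KLF5 promoter-driven luciferase light; inactives centre near -14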
# Platelet DG rel: modulates dense granule release in human platelets. 300,000 compounds, 0.22% hits. human platelet-rich plasma, SFLLRN dense granule ATP release, luminescence. inhibition, %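 (compounds screened at 7.5 µM in platelet-rich plasma)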;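 active means mean replicate score, as percent of positive control, at or above 50; inconclusive means mean below 50 but at least one replicate at or above 50; inactive means mean and every replicate below 50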
# HSF1 activator: increases HSF-1 driven luciferase reporter signal | NIH3T3-HGL HSF-1 luciferase reporter, MG132, 8 h; 100% = twice DMSO control signal | activation, % at 9 µM | 300,000 compounds, 1.7% hits | AID 504408;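 active means mean replicate activation of at least 50% with a set share of replicates each reaching 50%; inconclusive means only one of those two conditions met; inactive means mean below 50% and too few replicates reaching it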;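 further: 0% = median of the neutral control wells and 100% = twice that signal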
# Dyrk1A ADPGlo: inhibitors of rat Dyrk1A kinase | Q63470 | ADP-Glo luminescence, NFATc1 peptide | inhibition, % at 12.5 µM | 310,000 compounds, 0.43% hits; in the data active means inhibition above about 50%;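 further: plate controls were vehicle with enzyme for no effect and no enzyme for full effect; many of its hits are not listed in these tables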
# IEC-6 tox: IEC-6 cytotoxicity, counter-screen for KLF5 inhibitors | inhibition, % at 5 µM | 290,000 compounds, 0.78% hits | luminescence viability | AID 1825; in the data active means inhibition above about 22%;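 further: 0% = plate median of test compound wells and 100% = cytotoxic reference compound wells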
# HSF1 inhib: HSF1 inhibition; AID 2098; NIH3T3-HGL HSE-luciferase, MG132-induced, luminescence 8 h; hits give low values; 300,000 compounds, 0.77% hits; activity change, negative = inhibition, % at 7.5 µM (by protocol);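 active means more than half of replicate wells show activity change below -50%, luminescence cut by over half; inconclusive means some wells, but at most half, below -50%; inactive means no replicate well below -50%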;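 further: luciferase reports HSF-1 transcriptional activity via heat shock element; 0% = median of DMSO wells and -100% = zero luminescence signal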
# GSK3B inh: blocks human GSK3beta kinase activity. P49841. GST-GSK3beta kinase, ADP-Glo luminescence, 60 min; hits give low values. activity score (negative = inhibition), % at 10 µM. 300,000 compounds, 0.038% hits. AID 2097;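 active means more than half of replicate wells score below -50%, meaning over 50% inhibition versus plate controls; inconclusive means some replicates but at most half score below -50%; inactive means no replicate scores below -50%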;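 further: 0% = median DMSO wells and -100% = median GW8510 positive control wells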
# Target sequence (P49841 whole entry, looked up): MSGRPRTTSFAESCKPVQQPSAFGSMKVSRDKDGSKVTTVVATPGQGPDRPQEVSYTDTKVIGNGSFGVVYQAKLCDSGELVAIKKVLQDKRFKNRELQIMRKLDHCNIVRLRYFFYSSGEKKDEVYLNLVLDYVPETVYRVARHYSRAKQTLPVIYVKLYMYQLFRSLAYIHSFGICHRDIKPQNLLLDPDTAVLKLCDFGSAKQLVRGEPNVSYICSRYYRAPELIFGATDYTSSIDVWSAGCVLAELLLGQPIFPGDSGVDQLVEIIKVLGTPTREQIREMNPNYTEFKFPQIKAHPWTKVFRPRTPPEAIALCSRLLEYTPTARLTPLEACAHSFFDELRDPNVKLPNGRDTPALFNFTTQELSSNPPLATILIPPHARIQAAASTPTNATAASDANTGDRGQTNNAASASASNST
#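 Test system: GST-fused GSK3beta enzyme, cell-free | Quantity: 1.6 ng GST-GSK3beta enzyme per well | Reagent: 25 µM ATP with peptide substrate | Schedule: 60 min enzyme reaction, room temperature | Signal: Luminescent ADP-Glo measurement of ADP formed | Read-out basis: Score relative to plate controls | Control set: DMSO and 20 µM GW8510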
# GSK3 alpha inh: inhibitors of human GSK-3 alpha kinase; AID 2650; 320,000 compounds, 0.1% hits; P49840; inhibition, % at 10 µM; ADP-Glo luminescence, 60 min;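 in the data active means inhibition above about 50%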;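 further: GST-tagged GSK-3 alpha with peptide substrate and 25 µM ATP; 0% = DMSO neutral wells and 100% = GW8510 positive control wells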
# Target sequence (P49840 whole entry, looked up): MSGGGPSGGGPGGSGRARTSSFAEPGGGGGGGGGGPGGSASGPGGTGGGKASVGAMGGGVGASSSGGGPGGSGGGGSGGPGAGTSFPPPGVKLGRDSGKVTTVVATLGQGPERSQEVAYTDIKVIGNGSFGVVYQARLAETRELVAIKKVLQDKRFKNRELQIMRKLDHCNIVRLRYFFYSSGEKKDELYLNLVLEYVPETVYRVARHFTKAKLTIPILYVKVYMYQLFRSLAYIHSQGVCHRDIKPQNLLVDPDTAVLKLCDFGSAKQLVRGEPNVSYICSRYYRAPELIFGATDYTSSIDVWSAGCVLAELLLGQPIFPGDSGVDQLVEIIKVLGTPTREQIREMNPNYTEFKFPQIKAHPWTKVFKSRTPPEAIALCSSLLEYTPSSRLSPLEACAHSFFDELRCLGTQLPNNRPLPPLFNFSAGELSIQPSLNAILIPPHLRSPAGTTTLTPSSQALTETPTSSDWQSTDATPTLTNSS
# HSP90 refold inh: inhibitors of HSP90 luciferase refolding in rabbit reticulocyte lysate. inhibition, % at 5.6 µM. luciferase refolding luminescence, 3 h. 290,000 compounds, 0.91% hits;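 active means inhibition above the screen-wide mean plus 3 SD, computed separately per campaign, cut at about 16% in these data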;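 further: 0% = DMSO wells and 100% = 60 µM geldanamycin wells; inhibitors lower the luminescence because luciferase stays unfolded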
# aSyn 5UTR inh: 5' untranslated region of α-synuclein, MLPCN primary screen; 300,000 compounds, 0.82% hits; AID 1813; alpha-synuclein 5'UTR reporter, inhibitor activity; inhibition, % (tested at 7.5 µM); in the data active means inhibition above about 60%; inconclusive means no clear call, values can overlap the other calls;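 further: H4 neuroglioblastoma cells stably carrying SNCA 5'UTR luciferase fusion; 0% = DMSO wells and 100% = positive control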
# The depositor's hits bear a star; ? = inconclusive; . = no result given. This is a subset; the hit share may differ from the screen's.
SMILES,KLF5 inhibitor,Platelet DG rel,HSF1 activator,Dyrk1A ADPGlo,IEC-6 tox,HSF1 inhib,GSK3B inh,GSK3 alpha inh,HSP90 refold inh,aSyn 5UTR inh
COc1ccccc1N1CCN(C(=O)C(NS(=O)(=O)c2cccs2)c2ccccc2)CC1 (stereo unspecified),8,.,.,0,0,.,.,-2,4,.
COc1ccccc1-c1cc(C(=O)Nc2cc(C)nn2-c2ccccc2)no1,-4,1,-19,0,5,2,0,0,4,0
CCOc1ccc(NC(=O)CSc2nc(=O)n(Cc3cccnc3)c3c2CCC3)cc1,.,21,6,2,.,-1,0,-5,.,13
CCn1nc(C)cc1-c1nnc(Sc2ncc([N+](=O)[O-])s2)n1C,12,4,122*,-2,102*,80,3,-2,7,-14
O=C(NCCCn1ccnc1)c1ccc(Br)o1,-44,-1,-4,-1,-1,-4,3,1,-1,-3
CSc1ccc(CN(C)Cc2cc(=O)oc3c(C)c(C)ccc23)cc1,-10,17,-75,2,-4,-69*,6,-2,0,1
Cc1ccc(/C=C/C(=O)Nc2ccc(S(=O)(=O)Nc3ncccn3)cc2)cc1,2,-2,11,0,-1,-6,-1,2,2,18
CCOc1ccccc1C(=O)NCC(=O)N(C)Cc1ccccc1C,-16,1,15,5,-1,-1,0,-1,1,-8
CSCCC(NC(=O)COc1ccccc1)C(=O)NCC1COc2ccccc2O1 (stereo unspecified),6,6,30,-1,-6,4,-1,-2,-1,-6
COc1cc(COC(=O)Oc2ccc(CNC(C)=O)cc2OC)c([N+](=O)[O-])cc1OC,.,6,3,2,.,-4,1,-1,.,0
COc1ccc(C(C)=O)cc1CSc1nnc(Nc2c(C)cccc2C)s1,3,-14,9,-5,2,10,1,0,-1,26
O=C(NCC1CCCO1)c1cc2ccccc2o1 (stereo unspecified),-60,-4,5,5,-4,10,0,-1,-4,-48
CC(=O)Nc1nnc(S(=O)(=O)N2CCN(c3ccc(Cl)cc3[N+](=O)[O-])CC2)s1,-8,4,-9,-5,4,-4,2,2,-1,-2
O=S1(=O)CCOC[C@H](CC2CCCCC2)N1Cc1cccc(F)c1,-6,1,-3,8,-6,13,0,-1,0,14
Cn1c2c(c3ccccc31)CC/C2=N\O,-18,1,9,16,4,0,-4,-2,4,-42
COc1ccc(CN2CCN(C3CCC3)CC2CCO)cc1C (stereo unspecified),-28,2,-3,.,-1,-1,1,-2,2,-10
O=C(c1cc(-c2ccc(F)cc2)on1)N1CCN(c2ccc(F)cc2)CC1,-6,-2,31,-6,5,6,0,0,2,4
COc1ccc(C[C@@H]2CN3C(=NC[C@@H]3C)N2C[C@H](C)NC(=O)c2ccc(C)c(Br)c2)cc1,4,2,17,2,5,0,-2,1,7,13
CC1(C)Cc2ccccc2/C(=C/C(=O)c2ccccc2)N1,-29,6,-8,-4,4,2,-1,-2,2,10
CN1CCCN(C(=O)c2ccc(Br)s2)CC1,-24,7,-8,-2,7,-6,0,-1,-3,16

# Taken from above.
# HSF1 activator with COc1ccc(C(C)=O)cc1CSc1nnc(Nc2c(C)cccc2C)s1 = 9
# HSF1 inhib with O=C(NCC1CCCO1)c1cc2ccccc2o1 (stereo unspecified) = 10
# Platelet DG rel with O=C(c1cc(-c2ccc(F)cc2)on1)N1CCN(c2ccc(F)cc2)CC1 = -2
# Platelet DG rel with COc1ccc(C[C@@H]2CN3C(=NC[C@@H]3C)N2C[C@H](C)NC(=O)c2ccc(C)c(Br)c2)cc1 = 2
# Platelet DG rel with Cn1c2c(c3ccccc31)CC/C2=N\O = 1

# (cont.)
SMILES,KLF5 inhibitor,Platelet DG rel,HSF1 activator,Dyrk1A ADPGlo,IEC-6 tox,HSF1 inhib,GSK3B inh,GSK3 alpha inh,HSP90 refold inh,aSyn 5UTR inh
CC(C(=O)Nc1ccc(O)c(C(=O)O)c1)N1C(=O)/C(=C/c2cccs2)SC1=S (stereo unspecified),-20,1,-3,-5,-12,0,7,-6,-3,-20
COc1ccc(-n2nnc3c(SCC(=O)OCc4ccccc4)ncnc32)cc1,-13,-4,17,3,3,-4,-1,0,2,3
O=C(NCc1csc2ccccc12)Nc1cc(Cl)cc(Cl)c1,-4,-2,20,.,-4,0,-2,0,-5,-25
Nc1nc2ccc(C(=O)Nc3ccccc3)cc2s1,-162,4,40,8,7,10,1,1,-4,-129
COCC1CCN(C(=O)C2CCC(=O)N(CCc3cccc(F)c3)C2)CC1 (stereo unspecified),0,10,9,-4,-2,3,2,-3,2,-11
Cc1ccc(C2=CC(c3cccs3)n3nnnc3N2)cc1 (stereo unspecified),-34,0,19,-1,4,10,6,-2,-5,-187
COc1ccc(NS(=O)(=O)c2cccc(NC(=O)c3ccc(Cl)nc3)c2)cc1,12,2,-8,-2,33*,-5,0,-2,2,-2
CCc1ccc2nc3sc(C(=O)Nc4nnc(CC)s4)c(N)c3cc2c1,-37,-3,-62,-1,-12,?,3,0,-4,-71
Nc1nnc(-c2ccc(Cl)cc2Cl)s1,-225,6,47,-6,3,11,-4,-6,-3,-108
COc1ccc(-c2nn(-c3ccccc3)cc2/C=N/N=C(N)N)cc1OC,4,-12,25,3,-4,5,-1,0,-4,-20

# Among those listed so far, these contain a furan ring, fused or not.
SMILES,KLF5 inhibitor,Platelet DG rel,HSF1 activator,Dyrk1A ADPGlo,IEC-6 tox,HSF1 inhib,GSK3B inh,GSK3 alpha inh,HSP90 refold inh,aSyn 5UTR inh
O=C(NCCCn1ccnc1)c1ccc(Br)o1,-44,-1,-4,-1,-1,-4,3,1,-1,-3
O=C(NCC1CCCO1)c1cc2ccccc2o1 (stereo unspecified),-60,-4,5,5,-4,10,0,-1,-4,-48

# More entries:
SMILES,KLF5 inhibitor,Platelet DG rel,HSF1 activator,Dyrk1A ADPGlo,IEC-6 tox,HSF1 inhib,GSK3B inh,GSK3 alpha inh,HSP90 refold inh,aSyn 5UTR inh
Cn1c2c(c(=O)n(C)c1=O)CN(CC1CCCO1)CN2 (stereo unspecified),1,2,-2,-1,4,-1,3,-7,2,4
CC(C)c1ccc(NC(=O)C2=NNC(=O)CC2)cc1,-131,-28,0,6,-2,2,1,-2,0,-143
C1CCC2(CC1)OCC1(CO2)COC2(CCCCC2)OC1,-28,4,-30,7,-6,-15,1,-5,-4,10
COc1cccc(NC(=O)C2CCN(C(=O)[C@@H]3Cc4ccccc4CN3)CC2)c1,-14,0,8,9,-7,1,4,-2,-5,-26
Clc1cccc(Oc2ncc(CN3CCOCC3)s2)c1,1,3,10,-3,-2,1,1,-23,-1,-21
c1ccc(CC2CCN(Cc3ccccn3)CC2)cc1,3,-40,24,-6,-1,11,1,0,-4,-31
Cn1c(SCc2nc3ccccc3[nH]2)nnc1-c1cccs1,-12,-5,5,5,4,0,-1,0,-3,-15
CCOC(=O)c1c(C)[nH]c(C)c1S(=O)(=O)N(C)Cc1ccco1,-15,-12,-2,1,5,1,1,-1,4,2
CC(=O)c1cn(CC(=O)Nc2cccc(C)c2C)c2ccccc12,-22,-6,21,11,5,-5,6,-1,1,-21
O=C(CCSc1ccccc1Cl)NNC(=O)c1ccncc1,.,-11,-5,9,.,0,0,2,.,1
C/C(=N\OCC(=O)Nc1ccccc1C(=O)O)c1cccs1,-20,-8,-13,-6,-6,-1,4,0,-4,-52
CC1CCCC(C)N1C(=O)CSc1nc(N)c(-c2ccccc2)c(=O)[nH]1 (stereo unspecified),-9,-3,-13,0,-2,0,0,-1,1,-8
O=C(Cn1ncc(Cl)c(Cl)c1=O)NCC1CCCCC1,-28,.,.,-3,-5,.,.,0,0,.
COc1ccc2occ(C(=O)c3ccc(N)cc3)c2c1,-162,0,11,-4,3,14,-4,6,-3,-27
CCS(=O)(=O)c1nc(S(=O)(=O)c2ccc(Cl)cc2)c(NCc2ccco2)s1,-28,0,2,-2,3,7,3,-2,-3,-4
CCn1ccnc1CN(C)Cc1c(C(=O)N2CCCCCCC2)nc2ccc(Cl)cn12,-12,-3,-12,11,6,3,-2,-2,-1,-7
Cc1ccc(C)c(NC(=O)C2CCCN2C(=O)NC2CCCCC2)c1 (stereo unspecified),-1,4,6,2,-8,-10,3,-2,1,17
Cc1cc(CSc2nc(C)cc(=O)[nH]2)c2ncccc2c1,-18,5,-17,1,-8,2,-1,-2,-4,-6
CCC(=O)c1ccc(OCC(=O)OCC(=O)N(C)CC(=O)Nc2ccc(F)cc2)cc1,.,7,-1,9,.,1,2,-2,.,-15
COc1ccccc1NS(=O)(=O)c1cc2c3c(c1)CC(=O)N3CCC2,4,-10,0,9,5,6,-1,-1,-2,15
O=C(Nc1ccc(N2CCOCC2)cc1)c1ccc(S(=O)(=O)N2CCCCC2)cc1,16,1,6,1,-4,-10,-5,14,5,24
CCC(=O)N1CCc2cc(Br)cc(S(=O)(=O)NCc3ccccc3OC)c21,-5,-3,1,7,-2,2,-4,2,3,-6
Cc1ccc(NC(=O)C(OC(=O)c2ccc(NC(N)=O)cc2)c2ccccc2)cc1Cl (stereo unspecified),-16,-9,26,-4,1,0,1,-2,-3,-3
COc1ccc(N=C2CC(C)(C)CC(=O)/C2=C(/O)c2ccccc2)cc1,-17,-2,8,-1,-4,2,0,.,-3,3
COc1ccc(OC)c(NC(=O)Nc2c(O)ccc3ccccc23)c1,.,14,5,10,.,-1,-24,2,.,17
O=C(N/N=C/c1cc([N+](=O)[O-])ccc1O)c1ccc(COc2ccc3c(c2)CCC3)o1,26,1,-1,3,7,-8,0,-3,0,87*
C(=N\n1cnnc1)/c1ccccn1,-13,1,-17,5,0,-6,1,0,0,-1

# In the list so far, 4 contain bromine:
SMILES,KLF5 inhibitor,Platelet DG rel,HSF1 activator,Dyrk1A ADPGlo,IEC-6 tox,HSF1 inhib,GSK3B inh,GSK3 alpha inh,HSP90 refold inh,aSyn 5UTR inh
O=C(NCCCn1ccnc1)c1ccc(Br)o1,-44,-1,-4,-1,-1,-4,3,1,-1,-3
COc1ccc(C[C@@H]2CN3C(=NC[C@@H]3C)N2C[C@H](C)NC(=O)c2ccc(C)c(Br)c2)cc1,4,2,17,2,5,0,-2,1,7,13
CN1CCCN(C(=O)c2ccc(Br)s2)CC1,-24,7,-8,-2,7,-6,0,-1,-3,16
CCC(=O)N1CCc2cc(Br)cc(S(=O)(=O)NCc3ccccc3OC)c21,-5,-3,1,7,-2,2,-4,2,3,-6

# Records above marked active in aSyn 5UTR inh:
structure	KLF5 inhibitor	Platelet DG rel	HSF1 activator	Dyrk1A ADPGlo	HSF1 inhib	GSK3B inh	GSK3 alpha inh	HSP90 refold inh	aSyn 5UTR inh
O=C(N/N=C/c1cc([N+](=O)[O-])ccc1O)c1ccc(COc2ccc3c(c2)CCC3)o1	26	1	-1	3	-8	0	-3	0	87*
